CAL PDZ FP-1: blocks peptide binding to human CAL PDZ domain | Q9HD26 | purified CAL PDZ, TMR-peptide fluorescence polarization, 1 h | inhibition, % at 20 µM | 330,000 tested, 0.02% active | AID 504414;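 active = highest replicate inhibition of at least 40%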;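 note: plate controls were DMSO neutral control wells for no effect and unlabeled competitor peptide control wells for full effect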
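Read-out basis: mP drop reported as inhibition | Assay system: Tagged CAL PDZ protein CerCALP, purified | Benchmarks: Unlabelled peptide for full inhibition, DMSO wells as neutral | Schedule: 1 h incubation at room temperature before polarization reading | Buffer or medium: Sodium phosphate/NaCl buffer pH 7.4 with TCEP, IgG, Thesit | Doses: Single point, 20 µM | Measured by: Fluorescence polarization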
CAL PDZ FP-2: inhibitors of human CAL PDZ peptide binding. purified CAL PDZ, TMR-peptide fluorescence polarization, 1 h. inhibition, % at 24.9 µM. 300,000 tested, 0.92% active. AID 602252;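 active = mean inhibition of at least 30% with at least half of replicates also reaching 30%; inconclusive = no clear call, values can overlap the other calls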;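 note: 0% = DMSO neutral control and 100% = excess unlabeled competitor peptide PRC23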
MITF TRPM1 HTS: activators of MITF-driven TRPM1 promoter activity in SK-MEL-5 cells | 300,000 tested, 0.75% active | AID 588334 | activation, % at 12.5 µM | SK-MEL-5 TRPM1-promoter luciferase, 24 h; % of positive control, neutral wells = 0;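 active = mean activation of at least 80% with every replicate also reaching 80%; inconclusive = mean reaches 80% but some replicate falls short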;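 note: 0% = neutral control wells and 100% = parthenolide positive control wells; values of inactives mirror those of a sister screen read the other way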
RTF Ca sens act: cardiac RTF calcium sensitization; activation, % at 7.2 µM; P19429+P45379; AID 493008; 340,000 tested, 0.24% active; IANBD-labeled TnC RTF fluorescence at EC20 calcium; 0% EC20 calcium, 100% full calcium;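 active = activation above the mean over all tested compounds plus 3 SD, cut at about 30% in these data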;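 note: rise in fluorescence read as greater calcium sensitivity of cardiac thin filaments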
CDK5 p35 inh: CDK5/p35 (human) kinase inhibition; 330,000 tested, 0.01% active; inhibition, % at 10 µM; Q00535+Q15078; Recombinant CDK5/p35, ADP-Glo luminescence, 60 min; AID 488839;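 active = highest replicate inhibition of at least 50% and at least 75% of replicates reaching 50%; inconclusive = only one of the two criteria met; inactive = both criteria failed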;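 note: plate controls were DMSO neutral control for no effect and GW8510 at 10 µM for full effect; many of its hits are not listed in these tables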
Target sequence (Q00535 whole entry, looked up): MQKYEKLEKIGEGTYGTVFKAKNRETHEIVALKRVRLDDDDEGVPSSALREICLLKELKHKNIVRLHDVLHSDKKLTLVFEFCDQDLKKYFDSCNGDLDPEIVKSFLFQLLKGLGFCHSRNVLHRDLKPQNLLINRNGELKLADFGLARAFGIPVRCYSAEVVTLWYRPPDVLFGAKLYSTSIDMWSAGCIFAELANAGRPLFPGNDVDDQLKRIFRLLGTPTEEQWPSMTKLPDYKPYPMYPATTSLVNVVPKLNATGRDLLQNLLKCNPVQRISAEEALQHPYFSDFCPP
Target sequence (Q15078 whole entry, looked up): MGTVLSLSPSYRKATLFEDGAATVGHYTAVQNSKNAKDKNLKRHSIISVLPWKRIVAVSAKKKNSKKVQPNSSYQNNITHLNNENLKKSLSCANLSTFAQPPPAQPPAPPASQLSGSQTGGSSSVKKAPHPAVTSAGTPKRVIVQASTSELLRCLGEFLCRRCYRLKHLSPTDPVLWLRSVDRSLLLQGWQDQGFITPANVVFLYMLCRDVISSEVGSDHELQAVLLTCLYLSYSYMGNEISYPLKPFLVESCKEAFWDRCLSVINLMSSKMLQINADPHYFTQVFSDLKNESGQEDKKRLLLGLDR
V-ATPase pHluor: yeast V-ATPase proton transport regulation by pHLuorin; response, % at 10 µM; S. cerevisiae, pHLuorin cytosolic pH fluorescence; 350,000 tested, 0.37% active; in the data active = response mostly above about 7.3%, no sharp cut-off; inactive = mostly below about 5.4%; note: actives read high; inactives centre near 0; some compounds called inactive have numbers as strong as hits
Tat export inh: blocks Tat-dependent protein export in E. coli; E. coli MC4100 TorA-mCherry Tat export, fluorescence; inhibition, % at 10 µM; 340,000 tested, 0.036% active;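 active = mean replicate inhibition at least 50% and at least half of replicates individually reaching 50%; inconclusive = only one of the two criteria met; inactive = neither criterion met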;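 note: exported cargo escapes ClpAP degradation while cytoplasmic cargo is degraded and loses fluorescence; 0% = median of neutral control wells and 100% = median of NaSCN control wells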
dFosB act: enhances mouse delta FosB homodimer DNA binding. P13346. purified delta FosB, TAMRA-CDK5 oligo fluorescence polarization; percent of positive-control signal above neutral wells. activation, % at 25 µM. 340,000 tested, 0.99% active. AID 493131;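 active = mean activation above about 17%, with every replicate also reaching it, limit read from the data, passing the limit was not always enough; inconclusive = only one of the two conditions met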;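 note: fluorescence polarization rise as delta FosB binds a TAMRA Cdk5 AP-1 oligo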
Target sequence (P13346 whole entry, looked up): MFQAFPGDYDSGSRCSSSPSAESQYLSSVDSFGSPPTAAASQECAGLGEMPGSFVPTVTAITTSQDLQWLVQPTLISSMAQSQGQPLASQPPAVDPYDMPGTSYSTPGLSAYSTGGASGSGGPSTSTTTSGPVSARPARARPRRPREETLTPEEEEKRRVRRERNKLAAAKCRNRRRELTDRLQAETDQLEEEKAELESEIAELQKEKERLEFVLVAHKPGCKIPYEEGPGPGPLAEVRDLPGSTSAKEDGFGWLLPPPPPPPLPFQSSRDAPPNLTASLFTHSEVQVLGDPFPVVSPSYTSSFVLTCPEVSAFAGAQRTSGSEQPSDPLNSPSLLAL
Rtt109 HAT inh: blocks Candida albicans Rtt109/Vps75 acetyltransferase activity; Q5AAJ8; purified Rtt109/Vps75, ThioGlo CoA-SH fluorescence, 4 h; inhibition, % at 34.9 µM; 330,000 tested, 0.16% active; AID 540336;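 active = inhibition of at least 50% in every replicate; inconclusive = best replicate reaches 50% inhibition but some replicates fall short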
Wnt bcat act: Wnt/beta-catenin pathway activation; Wnt/beta-catenin reporter cell assay, activator, plate reader; activation, % at 9.35 µM; 300,000 tested, 1.2% active; AID 743398; in the data active = activation above about 30%, passing the limit was not always enough; inconclusive = no clear call, values can overlap the other calls;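 note: 0% = neutral control wells and 100% = positive control wells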
An asterisk follows results filed as active; ? = inconclusive; nt = no result given; & = joins results of further samples; ! = not active in a repeat.

Below each SMILES – dFosB act	CAL PDZ FP-1	RTF Ca sens act	Tat export inh	V-ATPase pHluor	MITF TRPM1 HTS	Rtt109 HAT inh	Wnt bcat act	CAL PDZ FP-2	CDK5 p35 inh
COC(=O)C1=Nc2ccccc2/C1=C\c1c(O)n(-c2ccc(OC)cc2)c(=O)[nH]c1=O
    -11	-2.6	4	0	-4	-16	12	nt	nt	3.5
CCOc1ccc(N2C(=O)CC(=O)NC2=O)cc1
    -6	0.3	5	1	0	0	-4	2	nt	0.6
CC(c1ccccc1)n1cncc1C(=O)N1CCCC1=O (centres undefined)
    1	-1.2	0	-2	-1	nt	-12	nt	4	-3.0
COc1cc2c(cc1OC)C13CCN4C=C5CCOC6CC(=O)N2C1C6C5CC43 (centres undefined)
    -7	-0.2	0	0	1	1	0	-7	-2	-0.6
COc1cc(OC)c([C@H]2C=C(C)[C@H]3C[C@@H]2C3(C)C)c(OC)c1
    1	-1.3	-3	-13	0	nt	-6	-3	nt	-2.3
O=C(O)C(Cc1cnc[nH]1)NS(=O)(=O)c1ccc(Cl)cc1 (centres undefined)
    -1	-0.5	2	-3	2	-9	1	1	-1	-2.8
CN(C)CCN=Cc1c(O)n(C2CCCCCC2)c(=O)[nH]c1=O
    -5	-1.2	-3	6	4	-14	13	nt	-3	1.6
O=c1cccc2n1CC1CC2CN(c2ncnc3c2cnn3-c2ccccc2)C1 (centres undefined)
    -5	0.6	0	-11	-1	nt	5	nt	nt	0.1
CCN1C(=O)CC(c2cccnc2)=Nc2ccccc21
    1	-7.3	-4	-4	-1	6	0	0	-3	-0.8
CCOP(=O)(OCC)C(O)c1cccc([N+](=O)[O-])c1 (centres undefined)
    -1	-0.4	5	-9	1	-3	4	-1	nt	0.0
O[C@@H]1CCCC[C@H]1N1CCC(c2ccccc2)CC1
    8	-0.9	1	-21	-1	-1	3	-2	-1	0.5
O=C1Nc2ccc(Br)cc2C(c2ccc(Cl)cc2)=NC1O (centres undefined)
    -11	0.2	-4	0	0	-16	-1	-2	-2	0.2
O=C(NCCN1CCOCC1)c1ccc(Cl)nc1Cl
    4	-2.8	3	-12	0	-9	-2	-3	-2	-2.9
Cn1c(O)c(/C=N/NC(=O)c2ccncc2)c(=O)n(C)c1=S
    2	-3.4	nt	-6	-3	nt	6	3	nt	0.2
COCCn1c(O)c(/C=N/NC(=O)CSC(=S)N2CCCC2)c(=O)[nH]c1=S
    -5	-0.9	-3	-4	2	13	8	-4	-13	-2.3
CN(C)C(=O)Oc1ccc(OC(=O)N(C)C)cc1
    0	-2.9	0	-1	0	8	0	nt	3	-0.3
COc1ccccc1CN1CCCCC1c1cccnc1 (centres undefined)
    0	-2.5	1	0	2	3	5	0	-3	-0.8
O=C(CCC(=O)N1C[C@H]2C[C@@H](C1)c1cccc(=O)n1C2)NCc1ccc(F)cc1
    -4	-0.4	-2	15	0	-4	-24	2	2	-0.1
O=C1CCC[C@@H]2C[C@@]3(C[C@@H]4CCN1[C@H]24)Nc1cc(Cl)ccc1NC3=NCc1ccccc1
    -4	0.0	4	-1	-1	7	3	2	-2	1.2
CC(C)CC(NC(=O)C1CCCCC1)C(=O)N1CCC2(CC1)OCCO2 (centres undefined)
    1	-1.6	0	-3	2	nt	6	-4	-4	-0.1
N/C(=N\[N+](=O)[O-])NCCCC(NC(=O)CNC(=O)c1ccccc1)C(=O)O (centres undefined)
    -2	-0.5	5	4	0	2	-10	-2	1	2.1
CC(=NCc1cccnc1)c1c(O)n(-c2ccc(C)cc2)c(=O)[nH]c1=O
    -10	-2.2	2	5	6	nt	4	1	-3	0.2
CC(C)CCn1c(=O)c(C(=O)Nc2ccccc2S(N)(=O)=O)c(O)c2ccccc21
    -14	-0.8	14	-1	-2	11	1	4&1	1	-0.4
Cc1ccc(Cn2cc(C=O)c(-c3ccc(C)cc3)n2)cc1
    -7	-1.7	0	17	-1	34	-2	8	-5	1.9
Clc1ccc(COC(Cn2ccnc2)c2ccc(Cl)cc2Cl)cc1 (centres undefined)
    -8	-0.2	2	1&8	12	-9	74*!	-4	0	0.5
C=CCn1c(O)c(C(C)=NCC2CCCO2)c(=O)[nH]c1=O (centres undefined)
    -1	-1.4	nt	0	2	nt	1	0	nt	1.4
CCC(C)N1C(=O)NC(=O)C2(Cc3cc(C)ccc3N(C)C2)C1=O (centres undefined)
    -15	-0.8	8	-7	-4	nt	3	-6	-1	0.2
COc1ccc(CN2CCCC(C(=O)c3ccc(Cl)cc3)C2)c(O)c1 (centres undefined)
    -5	-0.5	1	-8	3	1	6	0	nt	-0.5
Cc1cc(C(=O)C[N+]23CCN(CC2)CC3)c(C)n1-c1ccc(Br)cc1
    -10	-0.3	-3	5	9.2*	-10	6	-1	3	1.2
O=C(c1cc(-c2cccnc2)nc2ccc(Cl)cc12)N1CCC2(CC1)OCCO2
    -1	-0.3	-4	-1	-2	-10	8	nt	-3	0.7
CCCCn1nc(C)c(C(=O)O)c1Cl
    -1	0.1	-2	-11	1	2	0	2	-9	0.2
Cc1ccc(OCC(=O)N2CCN(CC3CC4C=CC3C4)CC2)cc1 (centres undefined)
    -3	-0.4	11	7	-5	-7	-12	nt	0	0.1
CN1C(=O)CCC2(C)C1=CCC1C2CCC2(C)C1CCC2(C)O (centres undefined)
    -5	-4.8	3	2	1	1	3	-23	-2	2.0
CCC(C)n1c(O)c(C(c2ccccn2)c2c(O)n(C(C)CC)c(=S)[nH]c2=O)c(=O)[nH]c1=S (centres undefined)
    0	-5.9	0	0	-4	6	-5	-1	-7	-3.2
COc1ccc(NC(=O)N2CCC3(CC2)OCCO3)cc1OC
    0	0.4	0	11	-3	-10	0	?	-5	1.9
Cn1c(O)c(C(c2ccccn2)c2c(O)n(C)c(=S)n(C)c2=O)c(=O)n(C)c1=S
    -2	-0.8	1	1	2	-5	4	nt	8	0.8
C[C@]12CCC3[C@@H](CCC4=CC(=O)CC[C@@]43CO)C1CCC2=O (some centres undefined)
    -1	-1.8	-1	-3	3	6	-3	5	1	2.6
CNC(=O)ON(C(=O)NC)C1N(C)C(=S)SC1(C)C (centres undefined)
    -5	0.8	-4	-1	-5	nt	-10	nt	-5	-1.4
COC(=O)C(O)(c1c(C)[nH]c2ccccc12)C(F)(F)F (centres undefined)
    -11	-4.4	8	-4	nt	5	4	nt	-9	2.3
Cc1c(C)c2ccc(OCC(=O)N3CCC(C(=O)O)(c4ccccc4)CC3)c(C)c2oc1=O
    2	-0.3	4	2	0	nt	1	-1	2	1.3
Cc1ccc(N2C(=O)NC(=O)/C(=C\c3cnc(-c4ccccc4)nc3)C2=O)cc1
    0	-2.2	5	1	-2	4	6	-3	0	-3.9
O=C(COc1ccc(Br)cc1)N1CCN(C2CCCC2)CC1
    -1	-0.2	-4	-7	-2	-2	-1	nt	-3	-0.2
C[n+]1ccc(-c2ccccc2)c2ccccc21
    3	-1.9	0	-1	-2	-13	-4	-2	-3	-0.2
O=P(O)(O)CN1CCNCCN(CP(=O)(O)O)CCNCC1
    2	-1.6	-5	1	1	nt	3	-5	-3	0.7
O=C(COc1ccc2ccc(=O)oc2c1)N1C[C@H]2C[C@@H](C1)c1cccc(=O)n1C2
    -3	-0.3	12	5	-2	4	4	0	-2	0.8
Cc1nc2ccc(Cl)cc2c(=O)n1-c1ccccc1Cl
    -6	-1.3	-5	-10	7	nt	-7	-1	-2	-0.4
COC1=CC(=O)OC(/C=C/c2ccccc2)C1 (centres undefined)
    -6	-0.3	5	9	-1	11	13	10	-2	-1.0
CCOC(=O)CSCCOc1ccc(C=C2C(=O)NC(=O)NC2=O)cc1OC
    -5	0.7	nt	-6	-2	10	5	0	12	0.1
Cc1cccc(N2CCN(CCc3ccccc3)CC2)c1C
    -8	-2.0	5	-3	1	-2	1	nt	nt	0.0
O=C(C(=O)N1CCOCC1)c1cn(Cc2ccc(F)cc2)c2ccccc12
    -5	-2.7	3	-8	0	-13	-5	-2	-2	-2.3
CN(N)N=Nc1nc2c([nH]1)c(=O)n(C)c(=O)n2C
    1	0.2	-2	10	5	nt	-8	0	-4	0.4
O=C(CN1CCCCC1)c1ccc(F)cc1
    5	-1.1	4	-6	-2	-4	-4	3	-3	0.1
CCOC(=O)C(O)(c1ccc(N(C)C(=O)COc2ccccc2)cc1)C(F)(F)F (centres undefined)
    2	0.3	0	3	3	11	-7	-2	2	-0.5
O=C1CC=C2C3CC4N(CCC45c4cc(O)c(O)cc4N1C25)CC3=CCBr (centres undefined)
    51*	1.1	-7	5	1	5	3	-1	0	24
CC(=NCCC(c1ccccc1)c1ccccc1)c1c(O)n(C)c(=O)n(C)c1=O
    -4	-0.4	3	-4	-2	-4	-5	nt	0	-1.1
CN(C)C(=O)Oc1ccc2c(c1)O/C(=C\c1cccc([N+](=O)[O-])c1)C2=O
    -1	-0.3	5	-4	-2	4	-11	0	-8	0.1
CN(C)C1(CNC(=O)c2cc(S(=O)(=O)N3CCOCC3)c(Cl)cc2Cl)CCCCC1
    0	-2.3	-6	-1	2	11	2	1	2	-1.6
O=C(O)C1C2c3ccccc3C(=O)C1(C(=O)O)c1ccccc12 (centres undefined)
    9	-0.3	-3	-3	1	-2	-8	-4	3	-0.7
O=C1NC(=O)C(Cc2ccccc2)C(=O)N1
    -7	0.2	5	1	2	-2	-2	-6	3	-0.2
CN1CCCC1C(O)(c1ccccc1)c1ccccc1 (centres undefined)
    0	-0.9	2	0	3	5	-16	nt	nt	-4.7

Next part.
Below each SMILES – dFosB act	CAL PDZ FP-1	RTF Ca sens act	Tat export inh	V-ATPase pHluor	MITF TRPM1 HTS	Rtt109 HAT inh	Wnt bcat act	CAL PDZ FP-2	CDK5 p35 inh
O=[N+]([O-])c1cc(F)c(N2CCCCCC2)cc1N1CCNCC1
    -1	-3.5	-4	-7	-3	-6	2	-4	-3	-1.9
CC(=O)c1cn(Cc2ccccc2C#N)c2ccccc12
    -2	-1.8	-2	-10	-1	-22	-2	-1	-3	-2.3
C[C@]12CC[C@H](O)CC1C(=O)CC1C2CC[C@@]2(C)C1CC[C@@H]2O (some centres undefined)
    -14	-0.8	-4	-3	-2	-5	-7	-2	29	-0.1
Cc1nnc(SCc2nc3ccccc3c(=O)n2-c2ccccc2Cl)n1N
    -6	-2.3	8	-6	2	2	-1	2	5	-1.1
CC1CCCC(C2(O)C(=O)Nc3ccccc32)C1=O (centres undefined)
    -7	0.5	-3	-1	1	-15	-5	nt	-3	-2.0
CCOP(=O)(OCC)c1ccc(O)cc1
    -3	-1.8	0	-3	1	-4	-7	-4	0	0.6

Source: PubChem BioAssay

The list is partial; the hit share may differ from the screen's.
